# Screening results deposited in PubChem by several laboratories.
# proCasp3 act = activators of human procaspase-3 D3A mutant, primary screen, biochemical, absorbance, PC-3 D3A mutant, single concentration | activation, % at 8.5 µM | recombinant procaspase-3 D3A, Ac-DEVD-pNA absorbance 405 nm | 330,000 tested, 0.11% active | Caspase-3 (Homo sapiens), P42574;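 active = activation above the mean of all tested compounds plus 3 SD, cut at about 21% in these data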;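 also: 0% = DMSO alone and 100% = DMSO wells spiked with extra 5 µM PC-3 D3A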
# Target sequence (P42574 whole entry D9A/D28A/D175A): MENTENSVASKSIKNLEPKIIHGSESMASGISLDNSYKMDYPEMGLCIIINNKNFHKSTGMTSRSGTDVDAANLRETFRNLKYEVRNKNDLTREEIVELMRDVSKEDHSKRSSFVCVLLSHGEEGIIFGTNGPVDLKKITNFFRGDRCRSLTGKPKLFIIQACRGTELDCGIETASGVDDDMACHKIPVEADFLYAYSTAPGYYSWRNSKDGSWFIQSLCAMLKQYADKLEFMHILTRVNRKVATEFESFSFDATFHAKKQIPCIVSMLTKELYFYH
#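 Assay system: Autoprocessing-dead procaspase-3 D3A mutant enzyme; also added: Ac-DEVD-pNA; doses: one concentration, 8.5 µM nominal, 0.8% DMSO; times: 1 h compound preincubation, 2 h substrate hydrolysis at 25 °C; technique: 405 nm absorbance of p-nitroaniline, reads at 0 and 120 min; measure: % activation between DMSO and enzyme-spiked controls; repeats: single replicate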
# PP1 inh = PP1-alpha phosphatase inhibitors, primary screen, counter-screen for PP5 inhibitor project, biochemical, fluorescence, OMFP substrate, single point; Serine/threonine-protein phosphatase PP1-alpha catalytic subunit (Homo sapiens), P62136; purified PP1alpha; inhibition, % at 6.7 µM; 320,000 tested, 0.9% active; AID 2235, 2010;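 active = inhibition above the mean inhibition of all tested compounds plus 3 SD, computed separately for each screening campaign, cut at about 15% in these data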
# GASC-1 inh = inhibitors of GASC-1 histone demethylase, primary screen, biochemical, fluorescence, DELFIA europium. Lysine-specific demethylase 4C (Homo sapiens), Q9H3R0. 330,000 tested, 0.069% active. inhibition, % at 2.35 µM. AID 2099, 2009. GST-JMJD2C(1-420) H3K9me3 demethylation;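 active = more than half of a compound's replicate wells show inhibition beyond 50%, single wells judged on their own value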;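 also: signal counts dimethyl H3K9 product captured on neutravidin plate; 0% = median of DMSO wells and 100% = 0.3 times that DMSO median; strong numbers were not always called active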
# PP5 inh = PP5 phosphatase inhibitors, primary screen, biochemical, fluorescence. purified PP5c, OMFP substrate fluorescence. inhibition, % at 6.7 µM. Serine/threonine-protein phosphatase 5 (Homo sapiens), P53041. 320,000 tested, 0.18% active;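 active = inhibition above the campaign's mean inhibition across all tested compounds plus 3 SD, cut at about 9.5% in these data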;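 also: 0% = DMSO only and 100% = 100 µM cantharidin control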
# Target sequence (P53041 whole entry, looked up): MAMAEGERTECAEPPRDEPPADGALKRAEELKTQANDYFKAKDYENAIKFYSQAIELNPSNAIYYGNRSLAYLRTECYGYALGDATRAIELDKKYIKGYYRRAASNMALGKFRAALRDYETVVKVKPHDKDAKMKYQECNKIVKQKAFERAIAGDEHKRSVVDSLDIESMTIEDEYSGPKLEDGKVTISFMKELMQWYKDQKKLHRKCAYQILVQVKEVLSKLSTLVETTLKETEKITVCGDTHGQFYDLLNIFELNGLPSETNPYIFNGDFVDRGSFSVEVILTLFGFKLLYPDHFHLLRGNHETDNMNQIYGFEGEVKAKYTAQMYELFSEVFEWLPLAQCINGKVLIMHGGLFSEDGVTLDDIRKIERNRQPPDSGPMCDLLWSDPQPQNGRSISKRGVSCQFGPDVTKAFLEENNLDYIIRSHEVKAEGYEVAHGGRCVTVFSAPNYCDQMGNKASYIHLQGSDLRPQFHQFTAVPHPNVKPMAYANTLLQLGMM
# Fh CTSL1 inh = Fasciola hepatica cathepsin L1 inhibitors, primary screen, counter-screen for PFM18AAP inhibitor project, biochemical, QFRET, fluorogenic peptide substrate. inhibition, % at 5.96 µM. 300,000 tested, 0.49% active. recombinant F. hepatica cathepsin L1, Z-Leu-Arg-MCA fluorescence;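 active = inhibition above the mean of all tested compounds plus 3 SD, set per screening campaign, cut at about 17% in these data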;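 also: 0% = plate median of test compound wells and 100% = 1 µM Z-Phe-Ala-diazomethylketone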
# VLA-4 inh = inhibition in human VLA-4 binding assay, primary screen, VLA-4 allosteric modulator project, MLPCN library, flow cytometry, VLA-4 expressing cells. Integrin alpha-4 (Homo sapiens), P13612. ligand binding flow cytometry. inhibition, % (about 7 µM as worked out from the volumes in the protocol). 330,000 tested, 0.2% active; in the data active = inhibition above about 50%
# GRK2 aptamer HTS = compounds blocking aptamer binding on GRK2 – biochemical, human GRK2, bead flow cytometry, HTS, primary screen | Beta-adrenergic receptor kinase 1 (Homo sapiens), P25098 | FAM-aptamer displacement from GRK2 | inhibition of aptamer binding, % at 10 µM | 330,000 tested, 0.59% active;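 active = inhibition of aptamer binding above 40%, roughly 3 SD of noise, on plates passing a quality check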;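 also: median bead fluorescence of bound FAM aptamer so fluorescent compounds give negative values; no value below 0 was filed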
# procasp7 counter = procaspase-7 activators, primary screen, counter-screen for procaspase-3 activator project, biochemical, absorbance, HTS, human; AID 463210, 2010; Caspase-7 (Homo sapiens), P55210; activation, % at 8.5 µM; recombinant procaspase-7, Ac-DEVD-pNA absorbance 405 nm; D23A/D198A/D206A triple mutant, cannot self-cleave; scale: DMSO 0, 5 µM enzyme 100; 330,000 tested, 0.093% active;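 active = percent activation above the screen-wide mean plus 3 SD, cut at about 25% in these data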
# Target sequence (P55210 whole entry D23A/D198A/D206A): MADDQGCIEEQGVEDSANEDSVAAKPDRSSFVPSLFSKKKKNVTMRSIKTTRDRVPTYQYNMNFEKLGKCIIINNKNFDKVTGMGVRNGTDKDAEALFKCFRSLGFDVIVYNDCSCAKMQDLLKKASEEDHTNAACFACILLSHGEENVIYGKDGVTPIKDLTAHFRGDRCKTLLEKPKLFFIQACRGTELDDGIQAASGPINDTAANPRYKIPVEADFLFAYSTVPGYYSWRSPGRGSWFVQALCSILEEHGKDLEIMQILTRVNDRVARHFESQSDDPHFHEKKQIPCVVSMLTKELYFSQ
#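 Material: Procaspase-7 triple mutant (PC-7 D3A) | Quantity: 2 µM procaspase-7 mutant as dispensed | Reagent: DEVD-pNA substrate | Times: 1 h preincubation, 2 h reaction | Technique: 405 nm absorbance of p-nitroaniline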
# HCV core dimer = inhibitors of HCV core protein dimerization, primary screen, biochemical, TR-FRET, high-throughput. TR-FRET GST/Flag-core106 dimerization, 1536-well. AID 1899, 2009. 300,000 tested, 0.33% active. inhibition, % at 5 µM;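 active = inhibition above the mean of all tested compounds plus 3 SD, set per screening campaign, cut at about 45% in these data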
#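 test system = GST/Flag-tagged HCV core106 proteins | probe or stimulus = Eu donor and XL665 acceptor anti-tag antibodies | times = compound-protein-antibody incubation 4 h at 22.5 °C | signal = TR-FRET, excitation 340 nm, emission 617 and 671 nm | measure = percent inhibition of core106 dimerization signal | controls = wells lacking GST-core106 and wells with excess unlabelled core106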
# The depositor's hits bear a star; . = no result given; & = joins results of further samples. No enrichment for hits. Share with any hit: about 2.6%.
no.	Compound	proCasp3 act	PP1 inh	GASC-1 inh	PP5 inh	Fh CTSL1 inh	VLA-4 inh	GRK2 aptamer HTS	procasp7 counter	HCV core dimer
1	O=C1[C@@H]2Cc3c([nH]c4ccccc34)C(c3ccccc3)N2C(=O)CN1C1CCN(Cc2ccccc2)CC1 (stereo partly drawn)	8	1	14	6.3	6	0	0	5	5
2	COC(=O)[C@]1(Cc2ccccc2)N[C@H](CN(C)C(=O)c2ccc(C)cc2)[C@@H]2C(=O)N(Cc3ccccc3)C(=O)[C@@H]21	1	.	.	.	.	23	0	13	.
3	CCOc1ccc(-n2c(SCc3cc(=O)oc4cc(C)ccc34)nnc2-c2cccnc2)cc1	-7	-3	4	1.4	0	7	0	2	6
4	CCn1ccnc1CN(C)C(=O)c1ccc(OC2CCN(CCc3ccccc3)CC2)cc1	2	-2	4	1.4	2	-33	0	0	-13
5	C[C@@H]1CC=C[C@H]2[C@H]1C(=O)N(Cc1ccccc1)[C@H]2c1ccc(F)c(/C=C/c2ccccc2)c1	3	3	4	0.2	-2	5	4	-1	6
6	CC(NC(=O)COC(=O)c1cc([N+](=O)[O-])ccc1N1CCOCC1)c1ccc(F)cc1 (stereo not drawn)	-5	-3	3	-0.1	-6	2	0	4	13
7	CC(C)Sc1nc2sc(-c3ccccc3)cc2c(=O)n1N	0	-3	.	2.2	-1	15	1	0	-3
8	Cc1c(CCO)c(=O)n(-c2ccccc2)n1S(=O)(=O)c1ccc(F)cc1	3	-6	-4	1.3	-3	16	0	-2	-3
9	Cn1c(COc2ccccc2)nnc1SCC(=O)NCc1ccccc1	1	0	-2	0.8	-1	6	2	1	11
10	Cc1cc(C)c2c(N)c(C(=O)c3ccccc3Cl)sc2n1	-25	-4	5	-0.5	7	12	0	-21	-3
11	Clc1ccc(-c2nnc(-c3ccccc3)c(-c3ccccc3)n2)cc1	5	-3	-3	-0.1	-3	3	1	5	-1
12	Oc1ccc(CNc2ccccc2F)c2cccnc12	-4	3	-26	2.6	-4	19	1	-10	-8
13	Nc1nc(NCc2ccco2)nc(N2CCCCC2)c1[N+](=O)[O-]	-7	-6	-5	0.5	-6	14	0	-5	8
14	COc1cc(CNc2ncnc3c2[nH]c2ccc(C)cc23)cc(OC)c1	2	2	29	0.5	-3	-2	0	-2	6
15	CCOc1ccc(N2CC(O)Cn3c2nc2c3c(=O)n(CCCc3ccccc3)c(=O)n2C)cc1 (stereo not drawn)	-2	1	-1&-5	3.6	-1	6	0	-3	-3
16	Cc1cccc(NS(=O)(=O)c2cc(Cl)ccc2Cl)n1	-1	-9	-12	-7.3	-6	4	0	4	0
17	CCCCN(CCCC)C(=O)c1nsnc1-c1ccccc1O	-3	0	5	-1.4	-2	6	0	3	5
18	O=C(NCc1ccccc1)NC1CC2CCC(C1)N2Cc1ccco1 (stereo not drawn)	-1	-2	8	-1.5	-5	0	0	4	2
19	Cc1cnc([N+](=O)[O-])n1CCOC(=O)NC(=O)c1ccc(F)cc1	1	0	-29	-0.5	-3	1	1	3	-1
20	Cc1ccc(C(=O)OCC(=O)c2c(N)n(C)c(=O)n(C)c2=O)cc1S(=O)(=O)N1CCOCC1	4	-2	11	-0.4	.	10	0	-1	.
21	O=C(CSc1nc(-c2ccco2)cc(C(F)(F)F)n1)NC1CCCCCCC1	-4	0	8	-1.4	6	-9	0	7	6
22	CSCCC(NC(=O)COc1ccccc1)C(=O)OCCOc1ccc(C)cc1 (stereo not drawn)	2	1	5	2.2	.	-4	1	-13	.
23	Cc1ccc(-c2nc3c(=O)n(C)c4ccccc4c3o2)cc1	5	1	16	0.0	4	-2	0	-1	12
24	COc1ccc(-c2cc(-c3ccccc3O)[nH]n2)cc1	-4	6	-9	5.8	0	-14	0	1	-1
25	O=C1CCC(/C=C/c2ccccc2)=NN1Cc1ccc(F)cc1	0	-1	-1	4.0	2	4	0	-6	-4
26	N#CCOC(=O)c1cc(S(=O)(=O)N2CCCCC2)ccc1N1CCOCC1	8	-1	3	2.0	.	9	0	1	.
27	CCNc1nc(NCC)nc(ON=C(C)C)n1	-2	-3	3	1.6	-1	1	7	19	-3
28	Cc1cc(C(=O)Cn2nc(C(=O)O)c3ccccc3c2=O)c(C)n1CCc1ccc(Cl)cc1	1	12	-6	-0.6	3	26	0	5	16
29	CCC1CCCCN1C(=O)COc1ccc2c3c(c(=O)oc2c1)CCC3 (stereo not drawn)	-3	-2	1	1.9	.	11	3	3	.
30	COc1ccc(CCC(=O)Nc2ccc3c(c2)OCO3)cc1	-1	-3	0	0.8	-3	5	3	-1	7
31	CC1CCN(C(=O)CC2C(=O)Nc3c2c(=O)n(C)c(=O)n3Cc2ccccc2)CC1 (stereo not drawn)	8	-2	-4	0.9	0	-3	0	2	0
32	COc1ccccc1NC(=O)Nc1ccccc1C#N	3	-4	-2	1.4	3	12	0	5	-15
33	CCOc1ccc2nc(N/C(N)=N/C(=S)Nc3ccc(OC)cc3)nc(C)c2c1	2	2	5	2.1	1	13	4	-7	12
34	CC12CC(O)C3c4ccc(O)cc4CCC3C1CCC2=O (stereo not drawn)	1	2	-6	0.3	-3	8	1	11	1
35	O=C(Nc1cccc2ncccc12)c1ccccc1[N+](=O)[O-]	5	-1	6	-0.9	4	7	1	-3	-1
36	COc1ccccc1CNC(=O)c1cc2ccccc2o1	4	-1	13	1.5	-2	-1	4	5	11
37	COc1ccc(OCCC(=O)OCC(=O)Nc2ccc(S(=O)(=O)N3CCOCC3)cc2)cc1	-3	-3	-8	-2.4	-10	0	0	0	3
38	Cc1cccc(C(=O)Nc2cccc(C(=O)N3CCOCC3)c2)c1	4	-2	21	0.4	2	2	0	4	1
39	O=C(CCS(=O)(=O)c1ccccc1)Nc1nncs1	-6	-3	21	-1.1	-3	-2	54*	-6	-24
40	O=C(CSc1nc(-c2ccccc2)cc(=O)[nH]1)N1CCOCC1	7	1	7	2.8	1	-1	0	6	1
41	O=C(Cn1c(=O)oc2cc(S(=O)(=O)N3CCCCCC3)ccc21)NC1CCCCC1	8	-1	-14	-1.4	1	7	0	7	-7
42	O=C(Nc1ccc(N2CCN(Cc3ccccc3Cl)CC2)cc1)c1cccnc1	-3	-1	-3	1.4	1	10	0	-7	-9
43	CCOC(=O)C1=C(N)OC2=C(C(=O)CCC2)C1c1sccc1C (stereo not drawn)	-9	0	6	-0.3	1	-6	0	-4	-6
44	O=C(Nc1ccc(Cl)cc1Cl)c1cc2ccccc2o1	-8	-2	5	2.8	-2	-33	0	6	6
45	C#Cc1ccc(CN2CCCC(C(=O)Nc3ccccc3Oc3cccnc3)C2)cc1 (stereo not drawn)	5	-1	-17	4.0	6	-87	0	-1	-4
46	O=C(CSc1nccn1Cc1ccc(F)cc1)NC1CCCC1	1	1	-3	3.9	1	-6	5	2	-14
47	O=C(COc1ccc(Cl)cc1Cl)NN1C(=O)C2C3C=CC([C@@H]2C1=O)C31CC1 (stereo partly drawn)	-64	5	-2	0.7	-7	3	0	12	-1
48	Cc1cc(=O)[nH]c(SCC(=O)NCc2ccco2)n1	-2	-2	13	1.9	0	6	54*	-5	-7
49	Cc1ccsc1C(=O)OCC(=O)NCc1ccco1	10	-4	3	1.6	-1	1	1	-2	2
50	CC(C)NC(=O)CCc1nnc(Cc2cccc(C(F)(F)F)c2)o1	-2	-1	-2	-8.3	4	-10	0	2	-2

# Compound profiles, from the list above.
# Profile of `CCOc1ccc2nc(N/C(N)=N/C(=S)Nc3ccc(OC)cc3)nc(C)c2c1` = proCasp3 act: 2; PP1 inh: 2; GASC-1 inh: 5; PP5 inh: 2.1; Fh CTSL1 inh: 1; VLA-4 inh: 13; GRK2 aptamer HTS: 4; procasp7 counter: -7; HCV core dimer: 12
# Profile of `O=C(Cn1c(=O)oc2cc(S(=O)(=O)N3CCCCCC3)ccc21)NC1CCCCC1` = proCasp3 act: 8; PP1 inh: -1; GASC-1 inh: -14; PP5 inh: -1.4; Fh CTSL1 inh: 1; VLA-4 inh: 7; GRK2 aptamer HTS: 0; procasp7 counter: 7; HCV core dimer: -7
# Profile of `O=C(CSc1nccn1Cc1ccc(F)cc1)NC1CCCC1` = proCasp3 act: 1; PP1 inh: 1; GASC-1 inh: -3; PP5 inh: 3.9; Fh CTSL1 inh: 1; VLA-4 inh: -6; GRK2 aptamer HTS: 5; procasp7 counter: 2; HCV core dimer: -14

# New compounds follow.
no.	Compound	proCasp3 act	PP1 inh	GASC-1 inh	PP5 inh	Fh CTSL1 inh	VLA-4 inh	GRK2 aptamer HTS	procasp7 counter	HCV core dimer
51	Fc1ccc(-n2cc(-c3ccccc3)c3c(NN4CCOCC4)ncnc32)cc1	1	7	2	-8.5	9	-7	8	-2	-4
52	O=C(Cn1c(=O)sc2ccccc21)N1CCOCC1	10	-4	5	0.8	-4	8	5	4	0
53	CCCN1CCN(CCCNC(=O)CN2C(=O)c3cccnc3Oc3ccc(Cl)cc32)CC1	-1	0	5	1.5	-1	4	0	-7	0
54	Cc1ccccc1C(=O)Oc1ccccc1C(=O)N1CCOCC1	2	-5	8	2.8	-1	-21	2	1	-4
55	CCOC(=O)c1cccc(NC(=O)CSc2nnc(CNc3ccc(C)cc3)n2CC)c1	-5	0	2	5.0	-1	27	0	-11	6

# Ordered by formula weight (descending): 3 of the compounds above
no.	Compound	proCasp3 act	PP1 inh	GASC-1 inh	PP5 inh	Fh CTSL1 inh	VLA-4 inh	GRK2 aptamer HTS	procasp7 counter	HCV core dimer
51	Fc1ccc(-n2cc(-c3ccccc3)c3c(NN4CCOCC4)ncnc32)cc1	1	7	2	-8.5	9	-7	8	-2	-4
50	CC(C)NC(=O)CCc1nnc(Cc2cccc(C(F)(F)F)c2)o1	-2	-1	-2	-8.3	4	-10	0	2	-2
54	Cc1ccccc1C(=O)Oc1ccccc1C(=O)N1CCOCC1	2	-5	8	2.8	-1	-21	2	1	-4
